Source: PubChem BioAssay
Sm TGR inh = qHTS Assay for the Inhibitors of Schistosoma Mansoni Peroxiredoxins | purified TGR, DTNB reduction, TNB absorbance 405 nm | Potency, µM (doses to about 114 µM), for the others: top-dose activity change, negative = inhibition, actives largely listed as inhibitors | hit rate 3% among 360,000 | Schistosoma mansoni thioredoxin glutathione reductase (TGR), Q962Y6 | AID 485364, 2010; also: potency is read from the fitted curve at half-maximal effect; nearly all actives have a fitted effect of over 60% in size
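First, TGR (20 nM dispensed) and NADPH were mixed with compound. Second, a 15 min room-temperature incubation followed. Third, further NADPH and then DTNB were added to start the reaction. Finally, TNB absorbance was monitored kinetically.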
AmpC inh no detg = qHTS Inhibitors of AmpC Beta-Lactamase (assay without detergent); AmpC nitrocefin hydrolysis, absorbance 480 nm, 0.0001% Triton; Potency, µM (titrated, usually from 57.1 µM), inactives show at the highest dose activity change, negative = inhibition, hits mostly inhibitors; hit rate 0.52% among 330,000; AID 485341, 2010;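 also: potency is read from the fitted curve at half-maximal effect; plate controls were no compound for no effect and no enzyme for full effect; nearly all actives have a fitted effect of over 20% in size; some results filed as inactive show a strong effect at the top dose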
Target sequence (P00811 whole entry, looked up): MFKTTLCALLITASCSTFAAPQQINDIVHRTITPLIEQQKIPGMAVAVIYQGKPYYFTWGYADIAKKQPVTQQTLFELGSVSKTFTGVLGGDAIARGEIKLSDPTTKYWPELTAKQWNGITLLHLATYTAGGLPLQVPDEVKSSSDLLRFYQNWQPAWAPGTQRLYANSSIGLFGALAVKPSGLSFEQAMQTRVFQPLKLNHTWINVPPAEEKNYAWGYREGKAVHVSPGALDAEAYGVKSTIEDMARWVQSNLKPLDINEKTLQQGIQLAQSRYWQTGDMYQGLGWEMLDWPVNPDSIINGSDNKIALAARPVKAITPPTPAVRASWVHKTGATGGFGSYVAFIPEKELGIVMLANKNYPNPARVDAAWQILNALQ
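20 mM phosphate pH 7.0 + 0.01% (detergent screen) or 0.0001% Triton X-100; 5.3 nM AmpC reagent; cpd preinc 15 min RT; nitrocefin (800 uM stock) to start; A480 q20 s × 4 min; Activity was normalised to no-enzyme and no-compound control wells.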
Giardia FBPA inh = qHTS Assay for Inhibitors of Fructose-1,6-bisphosphate Aldolase from Giardia Lamblia | A8B2U2 | purified Giardia FBPA | Potency, µM (titrated, usually from 59.6 µM), for the others: at the top dose activity, negative = inhibition, usual class: inhibitors | hit rate 0.71% among 290,000; also: potency is read from the fitted curve at half-maximal effect; nearly all actives have a fitted effect of over 55% in size
Target sequence (A8B2U2 whole entry, looked up): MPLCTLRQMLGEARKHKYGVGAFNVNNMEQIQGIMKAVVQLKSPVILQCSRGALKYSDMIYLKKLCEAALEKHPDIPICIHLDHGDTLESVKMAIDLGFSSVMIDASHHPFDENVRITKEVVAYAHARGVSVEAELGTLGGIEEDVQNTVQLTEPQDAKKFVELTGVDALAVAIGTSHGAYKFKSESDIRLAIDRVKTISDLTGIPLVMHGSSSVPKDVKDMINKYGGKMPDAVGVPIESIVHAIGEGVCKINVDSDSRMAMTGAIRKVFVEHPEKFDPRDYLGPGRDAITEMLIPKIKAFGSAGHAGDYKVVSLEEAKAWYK
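40 nM FBPA preincubated 10 min at RT with compound (up to 57.5 uM final), then substrate plus GAPDH/TPI/NAD/arsenate coupling and diaphorase/resazurin added. Fluorescence read after 20 min at RT, 525/598 nm.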
AMA1 RON2 block = qHTS for Inhibitors of AMA1-RON; Towards Development of Antimalarial Drug Lead: Primary Screen; Potency, µM (series often up to 58.2 µM), for the others: top-dose activity change, negative = inhibition, most hits filed as inhibitors; AlphaScreen AMA1-biotinylated RON2 peptide binding; hit rate 0.2% among 360,000; AID 720542, 2013;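 also: potency is read from the fitted curve at half-maximal effect; 0% = vehicle wells and -100% = peptide control; nearly all actives have a fitted effect of over 45% in size; some results filed as inactive show a strong effect at the top dose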
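AMA1 (3D7) with his tag at 25 nM final met compounds first, then biotinylated RON2 peptide at 25 nM; detection used donor plus acceptor beads, 10 µg/mL apiece, read by AlphaScreen after 30 min at room temperature.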
HCMV inh = qHTS Assay for inhibitors of the human cytomegalovirus (HCMV); HFF cells, HCMV-luciferase reporter, 72 h; hits give low values; activity change, negative = inhibition, % at 57.5 µM; hit rate 4.5% among 410,000; AID 1259415, 2018; in the data active = activity change below about -60%; inconclusive = no clear call, values can overlap the other calls; inactive = above about -39%
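Luciferase read-out from HCMV-luciferase-infected HFFs (MOI 1 PFU/cell) 72 h post infection at 37C; compounds added after 16 h cell attachment; activity normalized between buffer-only basal and Salinomycin (10uM) inhibitor controls.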
AmpC inh detg = qHTS Inhibitors of AmpC Beta-Lactamase (assay with detergent). P00811. AmpC hydrolysis of nitrocefin, absorbance 480 nm, 0.01% Triton. Potency, µM (doses to about 114 µM), for the others: top-dose activity change, negative = inhibition, usual class: inhibitors. hit rate 0.041% among 370,000. AID 485294, 2010;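 also: potency is read from the fitted curve at half-maximal effect; 0% = no-compound wells and -100% = no-enzyme wells; nearly all actives have a fitted effect of over 25% in size; some results filed as inactive show a strong effect at the top dose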
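20 mM phosphate pH 7.0 + 0.01% (detergent screen) or 0.0001% Triton X-100; 5.3 nM AmpC reagent; cpd preinc 15 min RT; nitrocefin (800 uM stock) to start; A480 q20 s × 4 min; Activity was normalised to no-enzyme and no-compound control wells.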
* hit, by the source's call; ? = inconclusive; . = no result given; & = joins results of further samples; [ ] = dose if it differs, or a comment. Unless noted, calls follow the shape of the dose curve; as a rule, active = well fitted curve in the direction sought with a large enough effect; inconclusive = small, poorly fitted or top-dose-only effect, or another doubt; inactive = no such curve, though single readings can be large; an effect the other way counts as inactive or inconclusive. Unless noted, % is scaled to controls: 0 for no effect and ±100 for the full control effect.

Preview (4 entries):
SMILES	Sm TGR inh	AmpC inh no detg	Giardia FBPA inh	AMA1 RON2 block	HCMV inh	AmpC inh detg
COc1ccc2nc(NC(=O)c3cccc(S(=O)(=O)N4CCOCC4)c3)sc2c1	10%	35%	-1%	37%[activator]	-24	2%
O=C1c2ccsc2SCCN1Cc1c(Cl)cccc1Cl	0%	-19%	3%	-10%	-27	-9%
O=C(O)c1ccc(N2CCOCC2)c(N2C(=O)C3C4C=CC(C4)C3C2=O)c1 (stereo unspecified)	.	-15%	3%	10%	-18	2%
COC(=O)c1ccc(/C=C2\SC(=S)N(CCCC(=O)NCCCN3CCOCC3)C2=O)cc1	-12%	154%[activator]	.	-4%	?	6%

The listing (from the top)
SMILES	Sm TGR inh	AmpC inh no detg	Giardia FBPA inh	AMA1 RON2 block	HCMV inh	AmpC inh detg
COc1ccc2nc(NC(=O)c3cccc(S(=O)(=O)N4CCOCC4)c3)sc2c1	10%	35%	-1%	37%[activator]	-24	2%
O=C1c2ccsc2SCCN1Cc1c(Cl)cccc1Cl	0%	-19%	3%	-10%	-27	-9%
O=C(O)c1ccc(N2CCOCC2)c(N2C(=O)C3C4C=CC(C4)C3C2=O)c1 (stereo unspecified)	.	-15%	3%	10%	-18	2%
COC(=O)c1ccc(/C=C2\SC(=S)N(CCCC(=O)NCCCN3CCOCC3)C2=O)cc1	-12%	154%[activator]	.	-4%	?	6%
CCC(CC)c1nnc(NC(=O)CCN2C(=O)c3ccccc3C2=O)s1	3%	0%	4%	2%	-18	4%
O=C(NC1CCCC1)c1cc2ccccc2o1	10%	0%	.	-6%	-37	0%
CCOc1ccc(CCNC(=O)c2cc3c(=O)n(C)c4ccccc4c3s2)cc1OCC	-1%	.	.	.	-2	0%
COc1ccc(CCNC(=O)c2cc(COc3c(F)cccc3F)on2)c(OC)c1	1%	3%	3%	-3%	57	-10%
CCOc1ccc2nc(N(CCN(C)C)C(=O)/C=C/c3cccs3)sc2c1	4%	148%[activator]	-30%	-3%	.	1%
COc1ccccc1C(=O)NCCC(=O)NCC(C)(C)N1CCOCC1	-7%	-2%	.	-11%	65	-13%
CC(C)C1Cc2[nH]c(=O)c(C(=O)O)cc2CO1 (stereo unspecified)	1%	-43%	-10%	12%	-35	?
CC(C)(C)NC(=O)CSc1nnc(-c2c[nH]c3ccccc23)o1	?	0%	-9%	1%	83	1%
COc1ccccc1CNC(=O)COC(=O)c1nc(Cl)ccc1Cl	-8%	-14%	.	-10%	-7	-8%
Cn1c(SCC(=O)Nc2ccc(N3CCOCC3)cc2)nnc1-c1ccccc1F	-17%	-15%	4%	0%	-20	-5%
CN(C)/C=C/C(=O)c1nnn(C2CCCCC2)c1NC1CCCCC1	-21%	63%[activator]	6%	-3%	-13	?
O=C(NC(=S)Nc1ccc(NC(=O)c2cccs2)cc1)c1ccc([N+](=O)[O-])cc1	2%	-24%	-19%	22%	59	-7%
COc1ccc(NC(=O)c2c(NCc3cccc(OC)c3)sc3c2CCC3)cc1	?	.	.	.	42	-4%
O=C(COC(=O)c1ccc(-n2cnnn2)cc1)c1ccc(Br)cc1	-13%	-37%	.	-8%	56	-17%
O=C(CCSc1ccccc1)Nc1nc2c(s1)COc1ccccc1-2	-22%	3.2µM*	-9%	56%[activator]	10	?
O=C(NCNC(=O)NC1C(=O)NC(=O)N1CO)NC1C(=O)NC(=O)N1CO (stereo unspecified)	-3%	3%	.	0%	15	-2%
Cc1c(C(=O)NCCCN2CCCC2=O)oc2c(Cl)cccc12	4%	-6%	.	14%	-33	?
CCN(CC)C(=S)SCC(=O)Nc1ccc(F)cc1	-1%	-2%	-6%	-16%	-25	1%
COc1ccc(NC(=O)[C@H](C)NC(N)=O)cc1S(=O)(=O)Nc1cc(C)ccc1Br	2%	-27%	-2%	5%	8	2%
CN(CC(=O)Nc1cccc(F)c1)C(=O)Cn1cnc2c1c(=O)n(C)c(=O)n2C	-2%	-12%	.	6%	-6	-5%
Cc1ccc2c(c1)N(CC(=O)NCc1cccs1)C(=O)C(C)O2 (stereo unspecified)	3%	-21%	5%	-14%	0	?
COCCSc1nc(N)c2c3c(sc2n1)CN(C)CC3	-16%	-14%	-12%	17%	29	-5%
COc1cc(CC(=O)OCC(=O)N2CCN(C(=O)c3ccco3)CC2)cc(OC)c1OC	.	-16%	.	-1%	-13	.
COc1ccc(NC(=O)c2c(C)oc3ccc(O)c(CN4CCCC(C)C4)c23)cc1 (stereo unspecified)	-1%	.	.	.	-38	18%
CCN(CC)CC(=O)Nc1ccc2c(c1)Nc1ccccc1CC2	0%	51%	?	?	78	-8%
CCCC(=O)Oc1ccc(C2NC(=O)c3ccccc3O2)cc1 (stereo unspecified)	-8%	-16%	6%	-2%	5	-14%
CCCn1nnnc1SCC(=O)NCc1ccc(OC)cc1	6%	-6%	1%	18%	15	-5%
Cc1ccc(-n2c(-c3ccncc3)nnc2-c2ccco2)cc1	-6%	-4%	3%	13%	?	?
CC(C)c1cc(C(=O)O)on1	3%	5%	6%	4%	-20	-12%
O=C(Cn1c(=O)oc2ccccc21)N1CCCC1	8%	0%	8%	-3%	26	4%
Cc1ccc(Nc2nnc(-c3ccc(C)c(S(=O)(=O)N4CCN(C)CC4)c3)c3ccccc23)cc1	1%	.	.	.	-8	-8%
C=CC[n+]1ccn(-c2nc3ccccc3nc2[N-]S(=O)(=O)c2cccs2)c1	-20%	-9%	0%	14%	17	3%
Cc1ccc(NC(=O)c2c(C)oc3ccc(O)c(CN(C)Cc4ccccc4)c23)c(C)c1	13%	.	.	.	-67*	-2%
COC(=O)c1cccc(C(=O)Nc2ccc(F)cc2)n1	1%	-14%	0%	-3%	76	?
CCc1cc(C(=O)Nc2c(C)nn(Cc3ccc(C)cc3)c2C)no1	1%	.	.	.	-14	17%
O=c1[nH]nc(N/N=C/c2ccccc2OC(F)F)c(=O)[nH]1	-2%	-4%	-9%	-5%	?	2%
COc1cccc(CNc2ccc(C)c(Cl)c2)c1	-1%	-43%	-1%	-2%	23	-1%
O=C1CC(c2cccc(Cl)c2)Cc2nc(N3CCN(c4ccccc4)CC3)ncc21 (stereo unspecified)	1%	-12%	-1%	6%	-31	?
Cc1ccc(S(=O)(=O)Nc2cccc(-n3cnnn3)c2)cc1	-30%	-23%	.	-1%	?	1%
COc1ccc(C(c2c(O)cc(C)oc2=O)c2c(O)cc(C)oc2=O)cc1	?	-5%	-6%	8%	-9	4%
O=C(OCc1cccc(C(F)(F)F)c1)c1cc(S(=O)(=O)N2CCOCC2)ccc1F	0%	69%[activator]	.	15%	-10	?
CC(CNC(=O)c1ccc2c(c1)nc1n2CCCCC1)c1ccccc1 (stereo unspecified)	1%	.	.	.	-22	-1%
O=C(Nc1cccc2c1C(=O)NC2=O)c1cccc(N2C(=O)CCC2=O)c1	6%	-37%	-2%	-14%	10	-2%
CCN(Cc1ccccc1)C(=O)c1cccc(S(=O)(=O)N2CCN(Cc3ccccc3)CC2)c1	-1%	?	.	-28%	?	-12%
Cc1c(NC(=O)CSc2nc3ccc(Cl)cc3[nH]2)c(=O)n(-c2ccccc2)n1C	-10%	-13%	2%	-3%	-30	-1%
CCOC(=O)CNC(=O)C(Cc1ccccc1)NC(=O)OCc1ccccc1 (stereo unspecified)	-12%	1%	3%	0%	-3	-1%

Fetched by structure from the list above, 3 records:
SMILES	Sm TGR inh	AmpC inh no detg	Giardia FBPA inh	AMA1 RON2 block	HCMV inh	AmpC inh detg
CC(CNC(=O)c1ccc2c(c1)nc1n2CCCCC1)c1ccccc1 (stereo unspecified)	1%	.	.	.	-22	-1%
COc1ccc(C(c2c(O)cc(C)oc2=O)c2c(O)cc(C)oc2=O)cc1	?	-5%	-6%	8%	-9	4%
COc1cccc(CNc2ccc(C)c(Cl)c2)c1	-1%	-43%	-1%	-2%	23	-1%

Next section:
SMILES	Sm TGR inh	AmpC inh no detg	Giardia FBPA inh	AMA1 RON2 block	HCMV inh	AmpC inh detg
COc1ccc(OCC(=O)N2CCC(n3nccc3NC(=O)C3CC3)CC2)cc1	-6%	-16%	3%	13%	0	-2%
Cc1nnc(SCC(=O)NC2CC2)n1CCc1ccccc1	3%	-13%	8%	8%	-3	-3%
CC1Cc2cc(C3(O)C(=O)c4ccccc4C3=O)ccc2N1 (stereo unspecified)	0%	-55%	0%	-6%	8	-14%
COc1ccc(Nc2nc(NCc3ccco3)nc(N)c2[N+](=O)[O-])cc1	-3%	-8%	2%	-6%	-23	3%
Cc1cc(=O)[nH]c2c1c(C)nn2C1CCCCC1	1%	-21%	-10%	3%	-14	-12%
CC1(C)CC(=O)C=C(c2ccc(I)cc2)C1	0%	-8%	.	-5%	-8	2%
Cc1noc(C)c1CN1C(=O)NC2(CCc3ccccc3C2)C1=O (stereo unspecified)	-8%	-11%	0%	15%	75	-16%
Oc1ccc(CN2CCC(Cc3ccccc3)CC2)c2cccnc12	7.9µM*	-21%	-5%	-66%	-101*	8%
O=C(c1ccco1)N1CCN=C1SCc1ccccc1F	3%	-15%	-6%	2%	25	?
COc1ccc(-c2cc(C(=O)Nc3c(C)nn(Cc4ccccc4Cl)c3C)no2)cc1OC	0%	40%	7%	-8%	-5	3%
CN1CCN(CCOc2ccc(-c3ccccc3)cc2)CC1	-13%	92%[activator]	-29%	3%	14	-2%
CCOC(=O)c1c(-c2ccccc2)nc2ccc(Cl)cn12	-3%	1%	1%	0%	-29	0%
COc1ccc(NC2=C(C)C(=O)CC2)cc1	18%	-10%	-3%	3%	152	0%
Cc1c(Cl)cccc1NC(=O)Cn1c(=O)n(Cc2ccco2)c(=O)c2oc3ccccc3c21	0%	.	.	.	-2	18%
CCc1cc(=O)oc2c(C)c(O)c(CN3CCCCC3)cc12	-3%	-19%	0%	16%	39	?
CCN1C(=NCC2CC2)N[C@@H](c2ccccc2)C(C(=O)OC)=C1C	3%	-23%&-17%	25%	11%	-38	-6%
COc1ccc(CCn2c(=N)c(C(=O)N3CCN(C)CC3)cc3c(=O)n4ccccc4nc32)cc1	-19%	28%	-5%	-12%	-27	-6%
CCC(C(=O)Nc1cc(C(=O)O)ccc1C)c1ccccc1 (stereo unspecified)	0%	-7%[2.29 µM]	15%	-3%	20	-10%
COc1ccccc1CN1CC(C(=O)NC2CCCCC2)CC1=O (stereo unspecified)	5%	-11%	5%	-1%	-20	1%
CCC(=O)c1ccc(N2CCCCC2)c(F)c1	-23%	-1%	0%	-2%	24	-1%
O=C(Cn1cnnn1)Nc1ccccc1Cc1ccccc1	4%	-29%	-1%	-4%	9	-15%
